# S3 lipid droplet = qHTS Assay for Lipid Storage Modulators in Drosophila S3 Cells; Drosophila S3 cells, BODIPY lipid droplet fluorescence, 18-24 h; cells fed with added oleic acid; Potency in µM for hits, for the others lipid storage change, negative = inhibition, % at the top dose, mostly 46.1 µM; actives 0.64% (n = 320,000); AID 2685; active = well fitted inhibition curve with a large enough effect in the signal ratio, with a control signal flat, not every such curve was filed as active; inconclusive = small, poorly fitted or top-dose-only effect, or effect the other way, or a change in a side signal; the % refers to the signal ratio
#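 Laser-scanning cytometry quantifies lipid droplet accumulation (500–530 nm total intensity; droplet/cell object ratio) in oleic acid-fed (400 uM added) Drosophila S3 cells treated with a concentration series. 20 uM Triacsin C defined 100% inhibition.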
# S3 lipid droplet cell count max = further read-out of S3 lipid droplet, marked with its call; cell number change, %; measured here: cell count max response;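 cells counted by Cell Tracker Red CMTPX staining in the red channel; peak over a dose series mostly up to 46.1 µM; percent activity relative to internal control wells on each plate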
# Numbers without * were called inactive; i = inactive; ? = inconclusive; nt = not tested or not shown. % is set by controls: 0 for no effect and ±100 for the full control effect; potency is the fitted concentration of half-maximal effect.
# Values run as follows: S3 lipid droplet, S3 lipid droplet cell count max
- CCN(CC)CCN(C(=O)c1ccc([N+](=O)[O-])cc1)c1nc2ccc(OC)cc2s1
→ -7%, -14
- CC(C)C[C@H](NC(=O)[C@@H]1Cc2ccccc2CN1C(=O)OC(C)(C)C)C(=O)NCC1CCC(C(=O)O)CC1 (stereo partly drawn)
→ 0%, -3
- COc1ccc(NS(=O)(=O)c2cn(C)cn2)cc1OC
→ ?, nt
- Cc1cc(NC(=O)CN2C(=O)NC(c3ccccc3)(c3ccc(C)c(C)c3)C2=O)no1 (stereo not drawn)
→ 2%, -12
- COCCCn1c(SCC(=O)NC(C)C)nnc1-c1ccccc1
→ 10%, 2
- C#CCn1c(=NC(=O)c2ccco2)sc2cccc(Cl)c21
→ -6%, -20
- Cc1ccc(-n2cnnn2)c2cccnc12
→ ?, nt
- COCCn1nnnc1CN1CCSCC1
→ 0%, 3
- Cc1cccc(-n2c(=O)cc(N3CCN(c4ccc(F)cc4)CC3)[nH]c2=O)c1
→ 6%, 2
- O=C(N/N=C/c1ccc(F)cc1)c1cc(-c2ccccn2)nc2ccccc12
→ ?, nt
- CC(=O)OCc1nc2sc(C)c(C)c2c(=O)[nH]1
→ 6%, 6
- COc1ccc2c(c1)CCc1c(C(=O)NCc3ccc(F)cc3)noc1-2
→ i, nt
- COC(=O)c1ccccc1NC(=O)CSc1[nH]c(=O)cc(C)c1C#N
→ ?, nt
- Brc1ccc(OCCCCCN2CCOCC2)cc1
→ 6%, 3
- CCOc1ccc(CCNC(=O)COC(=O)c2cccnc2SC)cc1OCC
→ ?, nt
- O=C(Cn1c(C(F)(F)F)nc2ccccc21)NCCCN1CCOCC1
→ 2%, 5
- COc1cccc2c(=O)c3cccc(N)c3[nH]c12
→ 1%, 15
- O=C(Nc1ccccc1N1CCOCC1)C1CCN(S(=O)(=O)c2ccccc2F)CC1
→ 7%, -1
- CCN1CCN(CC(=O)N2N=C(c3ccc(OC)cc3)CC2c2ccc(OC)cc2)C(=O)C1=O (stereo not drawn)
→ 19%, 7
- COc1cc(CCC(=O)OCC(=O)NC2CCCC(C)C2C)cc(OC)c1OC (stereo not drawn)
→ ?, nt
- CCOC(=O)c1c(C)[nH]c(C(=O)OCC(=O)c2c(N)n(C)c(=O)n(C)c2=O)c1C
→ ?, nt
- O=C(Nc1ccc(Br)cn1)c1coc(=O)c(Br)c1
→ ?, nt
- CCN=c1scc(-c2ccccc2)n1/N=C/c1ccccn1
→ ?, nt
- CC(NC(=O)C1CCCN1S(=O)(=O)c1ccc2c(c1)n(C)c(=O)c(=O)n2C)c1ccccc1 (stereo not drawn)
→ ?, nt
- CCOc1ccc(NC2=NCC(=O)N2Cc2cccs2)cc1
→ -9%, -14
- CCC(C)[C@H](NC(=O)OC(C)(C)C)c1nnc(SCc2c(C)[nH]c(=O)[nH]c2=O)o1 (stereo partly drawn)
→ ?, nt
- O=C(CCCCCn1c(=S)[nH]c2cc3c(cc2c1=O)OCO3)N1CCN(c2ccccc2)CC1
→ ?, nt
- O=C(O)CSc1c2ccccc2cc2ccccc12
→ 1%, 0
- O=C(O)c1ccc(NCc2ccc(Br)cc2)cc1
→ 10%, 8
- CC(=O)c1c(C(C)=O)c(C)n(C(c2ccccc2)c2ccccc2)c1C
→ 11%, 21

# Later entries.
# Values run as follows: S3 lipid droplet, S3 lipid droplet cell count max
- Cc1cccc(C(=O)NCCCN2CCCC2=O)c1
→ ?, nt
- CC(C)n1c(C(O)c2ccc3c(c2)OCO3)nc2ccccc21 (stereo not drawn)
→ ?, nt
- O=C(CCCn1nnnc1CN1CCOCC1)N1CCC(c2ccccc2Cl)C1 (stereo not drawn)
→ i, -4
- CC(C)C1N(C(=O)CN2CCCCC2)CCN1S(=O)(=O)c1ccccc1 (stereo not drawn)
→ ?, nt
- CCOc1ccc(C(C)NC(=O)C2CCCC2)cc1 (stereo not drawn)
→ ?, nt
- CC(C)CCOc1ccc(C(=O)N2CCCC2C(=O)O)cc1 (stereo not drawn)
→ ?, nt
- CC(C)N1CCN(Cc2ccccc2-c2ccco2)CC1CCO (stereo not drawn)
→ 1%, 17
- Cc1noc(C)c1CSCC(=O)OCc1nc2ccccc2c(=O)n1CC#N
→ ?, nt
- CSc1cccc(CN2CCCC(CNC(=O)c3ccco3)C2)c1 (stereo not drawn)
→ -1%, -2
- O=C1CCN(Cc2ccccc2)CCN1[C@H](CO)c1ccccc1
→ 18%, -4
- O=C1C(=O)N(CCN2CCOCC2)C(c2ccc(Cl)cc2)/C1=C(/O)c1ccc(S(=O)(=O)N2CCOCC2)cc1 (stereo not drawn)
→ ?, nt
- CC(C)(C)NC(=O)CN(C(=O)CCN1CCCc2ccccc21)C(C)(C)C
→ 15µM*, nt
- COC(=O)NNC(=S)NCc1ccc(C)cc1
→ -1%, -7
- CC1CCCCC1NC(=O)CC1Oc2ccccc2NC1=O (stereo not drawn)
→ -16%, -2
- CCOCC(=O)Nc1nnc(SCCOC)s1
→ ?, nt
- CCc1ccc2oc(-c3cc(N)ccc3Cl)nc2c1
→ ?, nt
- Cc1ccc(CNC(=O)C2CCC(=O)N(CCc3cccc(F)c3)C2)s1 (stereo not drawn)
→ ?, nt
- Cn1c(Cc2nc3ccccc3n2C)nc2ccccc21
→ ?, nt
- CC(OC(=O)CNC(=O)COc1ccccc1)C(=O)N(C)Cc1ccccc1 (stereo not drawn)
→ ?, nt
- CC(C)[C@@H](C(=O)NCC1CCCO1)N1C(=O)N2CCc3c([nH]c4ccccc34)[C@@]2(C)C1=O (stereo partly drawn)
→ ?, nt
- COc1cccc(CN(C)S(=O)(=O)c2ccc3c(c2)OCCO3)c1
→ ?, nt
- Cc1ccc(C)c(NC(=O)c2ccc[n+](Cc3ccc([N+](=O)[O-])cc3)c2)c1
→ -3%, 11
- N/C(Cc1ccc(Cl)cc1Cl)=N\OC(=O)Cc1cccs1
→ ?, nt
- CCOc1cc(C(=O)N2CCCC2)cc(OCC)c1OCC
→ i, -1
- O=C(Nc1ccc(N2CCCC2)c(S(=O)(=O)Nc2cccc(C(F)(F)F)c2)c1)c1cccs1
→ 0%, -18
- CC(NCc1ccc2c(c1)OCO2)C(=O)N1CCc2ccccc21 (stereo not drawn)
→ 8%, -5
- CC(C)c1nc(Cl)c(C#N)c2c1CSC(C)(C)C2
→ 0%, -9
- Cc1ccc(N2C(=O)[C@@H]3C(C(=O)CN4C(=O)c5ccccc5C4=O)=NN[C@@H]3C2=O)c(C)c1
→ ?, nt
- O=C(CSCc1ccccc1Br)NC1CC1
→ 28%, nt
- CCc1cc2c3c([nH]c2cc1S(=O)(=O)N1CCC2(CC1)OCCO2)CCCC3=O
→ -21%, nt

# Further structures follow:
# Values run as follows: S3 lipid droplet, S3 lipid droplet cell count max
- O=C(O)c1ccccc1C(=O)c1cccs1
→ ?, nt
- CCCCS/C(N)=N/N=C/c1cc(C)ccc1O
→ i, 21
- CCc1cccc(NC(=O)CCNS(=O)(=O)c2ccc3[nH]c(=O)oc3c2)c1
→ 18%, 0
- Cc1cc(NC(=O)CSc2nnc(Nc3ccccc3F)s2)no1
→ -28%, nt
- C(=C\c1ccccc1)/CNn1cnnc1
→ 10%, -13
- CCc1ccc(S(=O)(=O)Nc2ccccn2)cc1
→ -5%, 6
- Nc1nonc1-c1noc(COc2ccccc2Cl)n1
→ ?, nt
- CC(OC(=O)C1COc2ccccc2O1)C(=O)N(C)c1ccccc1 (stereo not drawn)
→ ?, nt
- CC(C)=C1C(=O)NN(c2cccc(Cl)c2)C1=O
→ ?, nt
- CCC(C)NC(=O)C1CCN(C(=O)N(C)C)CC1 (stereo not drawn)
→ ?, nt
- CC(C)CCn1c(SCC(=O)Nc2ccccc2C(F)(F)F)nc2nccnc2c1=O
→ i, nt
- CCOc1ccc(-c2nc(N)nc(C)c2-c2ccc(OC)c(OC)c2)c(O)c1
→ ?, nt
- O=C(NN=C1CCCCC1)c1ccccc1OCc1ccc(F)cc1
→ ?, nt
- COC(=O)c1ccc(C(=O)OC)c(NC(=O)CSc2cccc[n+]2[O-])c1
→ ?, nt
- CCOc1ccc2[nH]c(=O)c(CN(Cc3ccco3)C(=O)c3ccc(Br)cc3)cc2c1
→ ?, nt
- Cc1nnc(SCC(=O)NC2CC2)s1
→ -3%, -1
- OCC1(Cc2cccc(Cl)c2)CCCN(Cc2ccc3cc(F)ccc3n2)C1 (stereo not drawn)
→ -21%, -1
- CSc1nc(N(C)CCO)c2sc3nc(-c4ccco4)c4c(c3c2n1)CCC4
→ -2%, -13
- O=C(CSc1nnc(NC(=O)c2cccc(F)c2)s1)NC1CC1
→ ?, nt
- COc1cc(OC)c(C(=O)CCC(=O)O)cc1OC
→ ?, nt
- CCCC(=O)N=c1sc2cccc(F)c2n1C
→ ?, nt
- COc1cc(-c2cc(C(F)(F)F)n3ncc(C(=O)O)c3n2)cc(OC)c1OC
→ 0%, 11
- CCOC(=O)/C(C)=N/NC(=O)c1cccc([N+](=O)[O-])c1
→ 2%, 12
- O=C1CN(C(=O)CSc2nnc3ccccn23)c2ccccc2N1
→ 0%, 0
- CN1CCC=C(C(=O)N2c3ccccc3Sc3ccc(Cl)cc32)C1
→ 22%, 1
- CCN(CC)S(=O)(=O)c1ccc(NC(=O)COC(=O)c2ccc(NC(=O)CC#N)cc2)cc1
→ ?, nt
- Cc1nn(C)cc1S(=O)(=O)NC1CCCC1
→ ?, nt
- Cc1nn(-c2ccccc2)nc1CNC(=O)C(C)Cc1ccccc1 (stereo not drawn)
→ ?, nt
- O=C(CSc1ncccc1C(=O)O)NCCC1=CCCCC1
→ -8%, -9
- O=C(COC(=O)[C@H](Cc1ccccc1)NC(=O)c1cccs1)Nc1cc(F)ccc1F
→ -2%, 0

# Whole records, looked up by structure. Order of values: S3 lipid droplet, S3 lipid droplet cell count max
# Listed for `OCC1(Cc2cccc(Cl)c2)CCCN(Cc2ccc3cc(F)ccc3n2)C1` (stereo not drawn) = -21%, -1
# Listed for `Cc1nn(C)cc1S(=O)(=O)NC1CCCC1` = ?, nt
# Listed for `CCN(CC)S(=O)(=O)c1ccc(NC(=O)COC(=O)c2ccc(NC(=O)CC#N)cc2)cc1` = ?, nt
# Listed for `CCOC(=O)/C(C)=N/NC(=O)c1cccc([N+](=O)[O-])c1` = 2%, 12
# Listed for `CCCCS/C(N)=N/N=C/c1cc(C)ccc1O` = i, 21

# Next compounds follow.
# Values run as follows: S3 lipid droplet, S3 lipid droplet cell count max
- COc1ccc(/C=N/OCC(=O)OCC(=O)N(C)c2ccccc2)cc1
→ ?, nt
- Cc1cccnc1CN1CCN(Cc2nc(C(c3ccccc3)c3ccccc3)no2)CC1
→ 6%, -11
- C=C(C)CSc1nc2c(c(=O)[nH]c(=O)n2C)n1CCC(C)C
→ -12%, -15
- COc1ccc(C(=O)N/N=C(\C)CC(=O)Nc2cccc(C(F)(F)F)c2)cc1
→ 0%, -2
- Cc1cc2cc(CCNC(=O)c3ccc(S(=O)(=O)N4CCOCC4)cc3)c(=O)[nH]c2cc1C
→ -20%, 4
- COc1cc(C)cc2oc(=O)c(CC(=O)N3CCN(C(=O)C4COc5ccccc5O4)CC3)c(C)c12 (stereo not drawn)
→ ?, nt
- COc1c(C)cc(C(=O)C2CCCN(C(=O)c3snnc3C)C2)cc1C (stereo not drawn)
→ 6%, -2
- CCCS(=O)(=O)N1CCCC(C(=O)N2CCN(C(=O)OCC)CC2)C1 (stereo not drawn)
→ ?, nt
- COc1ccc(C(=O)N/N=C(\C)CC(=O)Nc2ccc(N(C)C)cc2)c(OC)c1
→ -1%, -18
- C=CCn1cc(/C=N/N2C(=O)C3C4C=CC(C4)C3C2=O)c2ccccc21 (stereo not drawn)
→ ?, nt
- CCc1noc(C)c1C(=O)Nc1nc2ccc(S(C)(=O)=O)cc2s1
→ ?, nt
- Fc1ccc(-c2nnc(CSc3nnc(-c4cccs4)o3)o2)cc1
→ ?, nt
- CC(C)CN1CCN(Cc2ccc(CN3CCCCC3)s2)CC1CCO (stereo not drawn)
→ 6%, 4
- CC(=O)Nc1ccc(S(=O)(=O)N2CCC(N3CCCCC3)CC2)cc1
→ -12%, 18
- Cc1cc(C(=O)COC(=O)CCc2nc3ccccc3s2)c(C)n1C
→ 14%, nt
- COC(=O)Cc1c(C)c2ccc(OCC(=O)N(C)C)cc2oc1=O
→ -1%, 15
- CCc1ccc(-c2cc(C)no2)cc1S(=O)(=O)Nc1cccc(CN2CCCC2)c1
→ i, -3
- CC1CC(C)CN(C(=O)CSc2ncnc3sccc23)C1 (stereo not drawn)
→ ?, nt
- O=C(CSc1ncnc2c1oc1ccccc12)Nc1nccs1
→ 13%, -1
- COC(=O)c1cc(NC(=O)CSc2ncn[nH]2)ccc1Cl
→ ?, nt
- NS(=O)(=O)c1ccc(O)c(N2C(=O)c3cccc4c(C(=O)c5ccccc5)ccc(c34)C2=O)c1
→ ?, nt
- Cc1ccc(C)c(N2N=C(C(=O)Nc3nccs3)CCC2=O)c1
→ -2%, -25
- COc1ccc(C(CCN2CCCCC2)c2c(OC)cc(OC)c3c(-c4ccccc4)cc(=O)oc23)cc1 (stereo not drawn)
→ 0%, -13
- CC(NC(=O)CCc1ccc(S(=O)(=O)NC2CCCCC2)cc1)c1ccccc1 (stereo not drawn)
→ i, -14
- Cc1ccc2ncccc2c1
→ ?, nt
- Cc1nc(Cl)c(S(N)(=O)=O)c(C)c1Cl
→ 11%, 5
- COc1cc2c(cc1OC)C(C1C(=O)CCCC1=O)N(C(=O)CCl)CC2 (stereo not drawn)
→ 10%, 14
- Cn1c(SCc2ccccc2Cl)nc2ccccc21
→ ?, nt
- O=C(NC(=S)Nc1cccc(F)c1)c1cccc([N+](=O)[O-])c1
→ 23%, 0

# Screens: PubChem BioAssay, National Center for Advancing Translational Sciences (NCATS)

# Some of the compounds tested (hit frequency here may not be typical).
